# SR-BI DiI-HDL act – activators of SR-BI mediated DiI-HDL uptake, primary screen, ldlA[mSR-BI] CHO cells, DiI fluorescence; activation, % at 12.5 µM; 3 h; 100 = double the neutral-control signal; actives 0.096% (n = 320,000);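 active = mean replicate activation of at least 60% and every replicate at or above 60%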;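 note: 0% = median plate neutral-control signal and 100% = twice that signal; values of inactives mirror those of a sister screen read the other way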
#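 Test system: SR-BI-overexpressing, LDLR-lacking CHO cells; Medium: Ham's F12 with 0.5% BSA, HEPES 25 mM, pH 7.4; Schedule: 3 h, 37 °C; Technique: bottom-read fluorescence, 550/595 nm.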
# dFosB act – activators of delta FosB homodimer, primary screen, biochemical, fluorescence polarization, TAMRA-CDK5 oligo, single point; Protein FosB (Mus musculus), P13346; purified delta FosB; percent of positive-control signal above neutral wells; activation, % at 25 µM; actives 0.99% (n = 340,000); AID 493131, 2011;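 active = mean activation above about 17%, with every replicate also reaching it, limit read from the data, passing the limit was not always enough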;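 note: fluorescence polarization rise as delta FosB binds a TAMRA Cdk5 AP-1 oligo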
# Rtt109 HAT inh – inhibitors of C. albicans Rtt109/Vps75 HAT, primary screen, biochemical, ThioGlo CoA-SH fluorescence, plate reader; purified Rtt109/Vps75, 4 h; AID 540336, 2011; Histone acetyltransferase RTT109 (Candida albicans (strain SC5314 / ATCC MYA-2876)), …; actives 0.16% (n = 330,000); inhibition, % at 34.9 µM;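 active = inhibition of at least 50% in every replicate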
# Target sequence (Q5AAJ8 whole entry, looked up): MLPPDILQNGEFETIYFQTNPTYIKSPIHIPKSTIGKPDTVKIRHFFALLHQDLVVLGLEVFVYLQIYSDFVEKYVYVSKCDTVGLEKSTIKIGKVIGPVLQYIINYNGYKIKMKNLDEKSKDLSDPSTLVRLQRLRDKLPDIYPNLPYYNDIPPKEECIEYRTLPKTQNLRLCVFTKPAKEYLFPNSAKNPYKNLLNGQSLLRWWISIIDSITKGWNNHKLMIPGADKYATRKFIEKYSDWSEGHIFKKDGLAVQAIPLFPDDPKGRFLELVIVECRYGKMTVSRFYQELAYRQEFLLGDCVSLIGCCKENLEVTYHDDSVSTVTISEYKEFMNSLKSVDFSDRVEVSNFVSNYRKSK
# PvdQ inh – P. aeruginosa PvdQ acylase inhibitors, primary screen, biochemical, fluorescence, plate reader and imaging, single point; PvdQ acylase [Pseudomonas aeruginosa LESB58]; purified PvdQ acylase; inhibition, % at 10 µM; actives 0.063% (n = 340,000); AID 488965, 2010; in the data active = inhibition above about 30%, passing the limit was not always enough;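 note: 0% = vehicle neutral wells and 100% = reference inhibitor wells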
# CAL PDZ FP-1 – CAL PDZ peptide-binding inhibitors, primary screen, biochemical, fluorescence polarization, Cer-tagged CAL PDZ, HTS | inhibition, % at 20 µM | Golgi-associated PDZ and coiled-coil motif-containing protein (Homo sapiens), Q9HD26 | purified CAL PDZ, TMR-peptide fluorescence polarization, 1 h | AID 504414, 2011 | actives 0.02% (n = 330,000);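 active = highest replicate inhibition of at least 40%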;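 note: plate controls were DMSO neutral control wells for no effect and unlabeled competitor peptide control wells for full effect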
#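 Test system: tagged CAL PDZ domain / Buffer or medium: sodium phosphate/NaCl buffer pH 7.4 with TCEP, IgG, Thesit / Reagent: TMR-labelled reporter peptide T*-PRC34 bound in PDZ groove / Compound dosing: single point, 20 µM / Schedule: 1 h incubation at room temperature before polarization reading / Technique: fluorescence polarization (mP) / Benchmarks: unlabelled peptide, DMSO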
# SR-BI HDL uptake – inhibitors of SR-BI mediated HDL lipid uptake, primary screen, ldlA[mSR-BI] cells, fluorescence, single point; actives 0.96% (n = 320,000); ldlA[mSR-BI] CHO cells, DiI-HDL uptake fluorescence, 3 h; Scavenger receptor class B member 1 (Mus musculus), Q61009; inhibition, % at 12.5 µM;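 active = mean replicate inhibition of at least 70% and a set share of replicates each scoring 70 or more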;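 note: 0% = median of neutral control wells and 100% = median of positive control wells; values of inactives mirror those of a sister screen read the other way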
# Target sequence (Q61009 whole entry, looked up): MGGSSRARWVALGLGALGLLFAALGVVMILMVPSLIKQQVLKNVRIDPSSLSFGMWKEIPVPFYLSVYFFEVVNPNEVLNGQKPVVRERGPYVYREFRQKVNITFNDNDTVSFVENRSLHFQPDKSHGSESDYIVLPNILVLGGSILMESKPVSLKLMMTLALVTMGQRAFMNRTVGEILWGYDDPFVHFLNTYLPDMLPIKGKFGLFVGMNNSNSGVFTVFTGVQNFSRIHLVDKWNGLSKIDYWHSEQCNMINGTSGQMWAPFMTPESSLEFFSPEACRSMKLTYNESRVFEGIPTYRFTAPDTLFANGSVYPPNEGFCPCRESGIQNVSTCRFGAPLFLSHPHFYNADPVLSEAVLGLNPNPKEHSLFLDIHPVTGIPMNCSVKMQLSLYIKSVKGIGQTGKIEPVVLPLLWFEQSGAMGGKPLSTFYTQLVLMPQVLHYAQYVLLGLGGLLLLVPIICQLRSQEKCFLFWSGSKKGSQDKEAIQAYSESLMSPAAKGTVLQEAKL
# PfHsp90 yeast 2 – growth inhibition of PfHsp90-expressing yeast, primary screen, antimalarial PfHsp90 inhibitor project, S. cerevisiae, BacTiter-Glo luminescence, single point, set 2; BacTiter-Glo ATP, 48 h; yeast lacking PDR1 and PDR3 efflux regulators; inhibition, % at 9.4 µM; actives 0.32% (n = 310,000);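 active = every replicate shows inhibition above about 80%, whatever the replicate mean, limit read from the data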;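 note: 0% = DMSO neutral controls and 100% = 20 µM radicicol positive controls; yeast relying on Plasmodium falciparum Hsp90 in place of its own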
# MITF TRPM1 HTS – activators of MITF-driven TRPM1 promoter reporter, primary screen, cell-based, SK-MEL-5, luciferase, single point | SK-MEL-5 TRPM1-promoter luciferase, 24 h; % of positive control, neutral wells = 0 | activation, % at 12.5 µM | actives 0.75% (n = 300,000);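 active = mean activation of at least 80% with every replicate also reaching 80%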;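 note: 0% = neutral control wells and 100% = parthenolide positive control wells; values of inactives mirror those of a sister screen read the other way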
# CAL PDZ FP-2 – untagged CAL PDZ binding inhibitors, primary screen, biochemical, fluorescence polarization, HTS; inhibition, % at 24.9 µM; actives 0.92% (n = 300,000); purified CAL PDZ, TMR-peptide fluorescence polarization, 1 h; AID 602252, 2012;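 active = mean inhibition of at least 30% with at least half of replicates also reaching 30%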;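 note: 0% = DMSO neutral control and 100% = excess unlabeled competitor peptide PRC23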
# NSD2 HMT inh – NSD2 histone methyltransferase inhibitors, primary screen, biochemical, AlphaScreen, single concentration, set 2. Histone-lysine N-methyltransferase NSD2 (Homo sapiens), O96028. NSD2 peptide methylation, 120 min. inhibition, % at 12.5 µM. actives 0.54% (n = 310,000); in the data active = inhibition above about 50%
# Active calls of the source: *; · = no result given. Not a hit list; about 4.3% have a hit in one of these screens.
cpd	smiles	NSD2 HMT inh	CAL PDZ FP-2	SR-BI HDL uptake	MITF TRPM1 HTS	Rtt109 HAT inh
1	COC(=O)N1C(=O)[C@@](c2ccc(OC)cc2)(C(C)C)N1C(=O)OC	·	1	0	4	-8
2	CC(Sc1nc2c(c(=O)[nH]1)CCCC2)C(=O)Nc1ccc(Br)cn1 (configuration not stated)	-2	-3	-7	8	4
3	O=C(NCc1cccc(C(F)(F)F)c1)C1CCN(c2ncccn2)CC1	-2	1	-20	-6	7
4	CCOc1cccc(-c2cc(-c3n[nH]c(=S)n3CC)c3ccccc3n2)c1	12	·	14	-2	2
5	O=C(NN1C(=O)c2ccccc2C1=O)c1ccc2c(c1)C(=O)N(CC1CCCO1)C2=O (configuration not stated)	-1	-7	-1	-9	0
6	O=C(O)c1cccc2c1C(=O)c1ccc(-c3ccc(F)cc3F)cc1S2(=O)=O	·	0	3	-1	-7
7	CCCCN(C(=O)c1ccc(-c2ccc([N+](=O)[O-])cc2)o1)c1c(N)n(CCCC)c(=O)[nH]c1=O	4	4	57	1	0
8	O=C(N/C(=C\c1ccc([N+](=O)[O-])cc1)C(=O)N1CCOCC1)c1cccc(Br)c1	-1	-3	-3	-8	0
9	O=C(N1CCOCC1)N(Cc1cccs1)C1CCCC1	0	-2	-15	3	4
10	CC(=O)Nc1ccc(S(=O)(=O)NCC(=O)NNC(=O)COc2c(C)cccc2C)cc1	1	·	6	-2	-5

cpd	SR-BI DiI-HDL act	dFosB act	PfHsp90 yeast 2	PvdQ inh	CAL PDZ FP-1
1	0	-4	-9	8	-0.2
2	7	6	14	-14	-0.6
3	20	1	11	-2	-0.5
4	-14	-4	-2	8	-2.8
5	1	-1	-3	-6	-0.7
6	-3	3	3	7	-0.4
7	-57	1	-22	-1	-0.7
8	3	-10	-4	3	-1.1
9	15	2	2	-1	-0.4
10	-6	5	2	-19	-0.6

# Additional records follow:
cpd	smiles	NSD2 HMT inh	CAL PDZ FP-2	SR-BI HDL uptake	MITF TRPM1 HTS	Rtt109 HAT inh
11	CC(C)C(OC(=O)c1cccs1)C(=O)NCc1ccccc1 (configuration not stated)	-5	-1	-10	10	-2
12	Cc1cccc(N2C(=O)C(Oc3ccc(Cl)cc3Cl)C2C(=O)O)c1C (configuration not stated)	-3	1	-50	8	-8
13	Cc1cccnc1NC(=O)Cn1nc([N+](=O)[O-])cc1C	-2	-1	-5	-1	-6
14	COc1cccc(C(CNC(=O)C(c2ccccc2)c2ccccc2)N(C)C)c1 (configuration not stated)	12	3	·	·	-8
15	CC(C)=C(NC(=O)c1ccccc1)C(N)=O	-1	-6	6	16	2
16	Cc1[nH]c2ccccc2c1Cc1nnc(SCC(=O)NCc2ccco2)o1	·	-1	2	-2	-7
17	CCN(CC)S(=O)(=O)c1cc(NC(=O)c2n[nH]c(=O)c3ccccc23)ccc1C	4	·	33	4	-2
18	O=C(CNS(=O)(=O)c1ccc(Cl)cc1)N1CCN(c2ccc(F)cc2)CC1	1	-9	11	-4	13
19	S=C(Nc1ccc2nccnc2c1)N1CCOCC1	11	-1	-11	36	-2
20	O=C(NC(=S)Nc1ccc(N2CCCC2)cc1)c1ccc(F)cc1	6	·	34	8	6

cpd	SR-BI DiI-HDL act	dFosB act	PfHsp90 yeast 2	PvdQ inh	CAL PDZ FP-1
11	10	-4	-41	9	0.3
12	50	6	1	9	-1.0
13	5	9	10	-8	-0.3
14	·	-5	-17	-2	-2.4
15	-6	-4	0	-8	-1.4
16	-2	9	1	-10	0.5
17	-33	-21	6	-13	-2.3
18	-11	0	7	-5	0.8
19	11	3	19	-1	-0.8
20	-34	-5	-11	3	1.2

# The results go on.
cpd	smiles	NSD2 HMT inh	CAL PDZ FP-2	SR-BI HDL uptake	MITF TRPM1 HTS	Rtt109 HAT inh
21	Cc1ccccc1OCC(O)Cn1c(Br)nc2c1c(=O)[nH]c(=O)n2C (configuration not stated)	-3	1	1	-2	-9
22	CCCC(C)C(=O)Nc1ccc(S(=O)(=O)Nc2nccs2)cc1 (configuration not stated)	2	-1	-7	-1	5
23	CSCCCNC(=S)N1CCN(c2ccc(C(C)=O)cc2)CC1	-2	6	35	10	-2
24	CC(=O)N1CCN(C(=O)c2ccccc2NS(=O)(=O)c2ccc(F)cc2)CC1	1	-4	-13	3	0
25	O=C(C1CCCO1)N(c1cccc(Cl)c1)C1C=CS(=O)(=O)C1 (configuration not stated)	-2	-2	-23	10	4
26	CCCN(CCC)C(C(=O)Nc1cccc(OC)c1)c1ccccc1 (configuration not stated)	0	·	5	-5	-1
27	CCn1ncc(Br)c1C(=O)NC1CCCCCCC1	-3	-4	8	-4	-2
28	NC(=O)c1c(NC(=O)c2cccnc2)sc2c1CCCCC2	4	·	7	·	-5
29	COc1ccc(-n2c(Cc3cccn3C)nnc2SCC(=O)N2CCCC2)cc1	·	·	-11	·	14
30	Cc1cc(C)nc(NC(=O)c2ccc(OC(C)C)cc2)n1	-1	·	-2	·	12

cpd	SR-BI DiI-HDL act	dFosB act	PfHsp90 yeast 2	PvdQ inh	CAL PDZ FP-1
21	-1	8	10	-1	-0.7
22	7	-2	10	4	-0.1
23	-35	-15	9	-6	-0.2
24	13	3	-3	-18	-0.7
25	23	0	-11	5	-0.5
26	-5	0	·	-14	-1.3
27	-8	-3	27	2	-2.9
28	-7	-7	-17	-8	-1.9
29	11	-14	·	-1	-1.4
30	2	-1	6	17	0.2

# (cont.)
cpd	smiles	NSD2 HMT inh	CAL PDZ FP-2	SR-BI HDL uptake	MITF TRPM1 HTS	Rtt109 HAT inh
31	O=C(Nc1ccc2c(c1)OCO2)c1ccc(Cl)cc1Cl	-3	5	5	64	-11
32	CC(=O)c1c[nH]c(C(=O)NC2CCCCCC2)c1	-1	-1	-9	3	-1
33	CCN(CC(=O)Nc1c(F)cccc1F)C(=O)c1cnc(C)cn1	-3	1	-22	6	3
34	CCCC(c1nnnn1C(C)(C)C)N1CCN(Cc2ccccc2)CC1 (configuration not stated)	-1	0	-17	-6	0
35	O=C(Oc1ccc(N2C(=O)C3C4CCC(C4)C3C2=O)cc1)c1ccco1 (configuration not stated)	2	-3	8	8	-3
36	O=C(O)C1C2C=CC(C3CC23)C1C(=O)N1CCc2ccccc21 (configuration not stated)	1	-2	-3	-30	14
37	COc1ccccc1-c1cc(=O)c2c(O)ccc([N+](=O)[O-])c2o1	·	0	3	-17	4
38	N#Cc1ccccc1Sc1ccccc1C(=O)OCC(N)=O	·	-3	-10	-7	-8
39	CCC(=O)Nc1ccc2c(c1)ncn2-c1ccc(OC)cc1	-2	0	-9	24	-4
40	Cc1cc(-c2ccc(S(=O)(=O)N3CCCCC3)s2)on1	-5	-2	-6	0	-4

cpd	SR-BI DiI-HDL act	dFosB act	PfHsp90 yeast 2	PvdQ inh	CAL PDZ FP-1
31	-5	-2	-3	-10	-1.9
32	9	1	-9	-15	-0.5
33	22	-8	-15	-1	-1.7
34	17	6	2	-4	0.7
35	-8	-3	-7	-3	0.0
36	3	7	1	0	·
37	-3	-4	35	-2	0.5
38	10	8	11	-14	-1.4
39	9	3	-25	-10	-2.0
40	6	-4	-42	-17	-2.5

# Pulled by compound from above:
cpd	smiles	NSD2 HMT inh	CAL PDZ FP-2	SR-BI HDL uptake	MITF TRPM1 HTS	Rtt109 HAT inh
25	O=C(C1CCCO1)N(c1cccc(Cl)c1)C1C=CS(=O)(=O)C1 (configuration not stated)	-2	-2	-23	10	4
34	CCCC(c1nnnn1C(C)(C)C)N1CCN(Cc2ccccc2)CC1 (configuration not stated)	-1	0	-17	-6	0
11	CC(C)C(OC(=O)c1cccs1)C(=O)NCc1ccccc1 (configuration not stated)	-5	-1	-10	10	-2
12	Cc1cccc(N2C(=O)C(Oc3ccc(Cl)cc3Cl)C2C(=O)O)c1C (configuration not stated)	-3	1	-50	8	-8
10	CC(=O)Nc1ccc(S(=O)(=O)NCC(=O)NNC(=O)COc2c(C)cccc2C)cc1	1	·	6	-2	-5
38	N#Cc1ccccc1Sc1ccccc1C(=O)OCC(N)=O	·	-3	-10	-7	-8

cpd	SR-BI DiI-HDL act	dFosB act	PfHsp90 yeast 2	PvdQ inh	CAL PDZ FP-1
25	23	0	-11	5	-0.5
34	17	6	2	-4	0.7
11	10	-4	-41	9	0.3
12	50	6	1	9	-1.0
10	-6	5	2	-19	-0.6
38	10	8	11	-14	-1.4

# New compounds follow.
cpd	smiles	NSD2 HMT inh	CAL PDZ FP-2	SR-BI HDL uptake	MITF TRPM1 HTS	Rtt109 HAT inh
41	O=C(Nc1ccc(Cl)c(Cl)c1)Nc1nc(-c2ccccc2)cs1	-2	-1	32	-9	0
42	O=C(Cc1csc(Nc2nc(=S)[nH]c3ccccc23)n1)NCc1ccccc1Cl	-3	·	28	-33	9
43	O=C(NCCCn1ccnc1)c1ccc2nccnc2c1	-6	·	-10	-2	-15
44	Cn1c(=O)oc2cc(S(=O)(=O)NCc3ccc(Cl)cc3)ccc21	-4	-4	-22	3	-7
45	Cc1ccc(NS(=O)(=O)c2ccc(C)c(C(=O)N3CCN(C)CC3)c2)cc1	4	0	·	-1	-5
46	Cc1ccc(CSCCNC(=O)CCSc2ccccc2)cc1	0	-4	-16	7	1
47	Cc1ccc(S(=O)(=O)N2CCN(C(=O)CNC(=O)c3sc4ccccc4c3Cl)CC2)cc1	-4	-3	25	-3	17
48	COC(=O)CNC(=O)C(NC(=O)c1ccc(Cl)cc1)C(C)C (configuration not stated)	·	5	1	7	4
49	Cc1ccccc1OCc1nc2ccccc2c(=O)n1N	0	-10	18	·	2

cpd	SR-BI DiI-HDL act	dFosB act	PfHsp90 yeast 2	PvdQ inh	CAL PDZ FP-1
41	-32	2	·	0	-1.4
42	-28	49*	-13	2	-0.8
43	10	-5	59	8	0.1
44	22	0	-4	-21	-3.5
45	·	-1	3	-6	-1.5
46	16	-3	16	-13	-0.2
47	-25	-5	·	-1	-1.7
48	-1	0	1	-4	-0.6
49	-18	-3	-37	-13	-1.0

# Source: PubChem BioAssay
